From PubChem
EP2 mod: modulates human prostaglandin E2 receptor EP2 signaling; P43116; EP2-expressing cells, cAMP HTRF FRET, PGE2 co-stimulation; induction, % at 25 µM; 0.83% of 260,000 active;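 active means compounds whose cAMP rise, as percent of the full-agonist control response, exceeds 60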;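 further: rat C6 glioma line stably carrying human EP2 under a CMV promoter; the protocol text gives 20 µM as final concentration; 100% = response of wells given 1 µM PGE2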
Target sequence (P43116 whole entry, looked up): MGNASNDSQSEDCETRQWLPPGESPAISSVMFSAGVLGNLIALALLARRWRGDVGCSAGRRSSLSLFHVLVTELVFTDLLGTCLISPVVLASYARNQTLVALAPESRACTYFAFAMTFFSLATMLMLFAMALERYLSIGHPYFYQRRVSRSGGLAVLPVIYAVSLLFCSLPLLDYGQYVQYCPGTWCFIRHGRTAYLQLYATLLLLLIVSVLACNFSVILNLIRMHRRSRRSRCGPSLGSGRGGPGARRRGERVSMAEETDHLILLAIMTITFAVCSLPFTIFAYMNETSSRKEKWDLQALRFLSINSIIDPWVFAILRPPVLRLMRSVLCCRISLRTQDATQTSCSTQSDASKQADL
Runt-CBFb FRET: inhibitors of human RUNX1 Runt domain binding to CBFb. Cerulean-Runt/Venus-CBFb FRET ratio 530/480, 1 h. AID 1496. 0.46% of 220,000 active. Q01196+Q13951. inhibition, % at 20 µM;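 active means inhibition over about 50% at 20 µM in the single-dose screen, limit read from the data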;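 further: 0% = DMSO wells and 100% = excess unlabeled CBFb competitor control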
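test system = Cerulean-tagged RUNX1 Runt domain (FRET donor) fusion protein | reagent = Venus-CBFb binding partner, 100 nM | incubation = protein complex preformed 1 h, compound exposure 1 h, room temperature, dark | detection = FRET fluorescence | read-out basis = loss of energy transfer signal | controls = 5 µM unlabeled CBFb as full-inhibition high control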
zVAD death inh: L929 zVAD cell death inhibition. 0.38% of 220,000 active. viability rescue, % at 10 µM. AID 1377. L929 zVAD necroptosis rescue, ATP luminescence, 24 h; with zVAD 60 µM;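 active means activation, scaled between plate controls, above about 75%, limit read from the data; inactive means activation under that limit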;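 further: 0% = zVAD with DMSO and 100% = DMSO alone without zVAD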
EP2 antag: inhibitors of human EP2 prostaglandin E2 receptor; inhibition, % at 25 µM; 0.52% of 260,000 active; C6 glioma cells expressing human EP2, cAMP TR-FRET; cells stimulated with saturating PGE2; P43116;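 active means percent inhibition above 40 after rounding to a whole number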;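 further: rat C6 glioma host cells with rolipram phosphodiesterase inhibitor present; the protocol text gives 20 µM as final concentration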
Hck-Nef inh: blocks Nef-activated human Hck kinase; Recombinant Hck-YEEI plus Nef, Z-Lyte FRET kinase assay; P08631; AID 463187; 0.68% of 220,000 active; inhibition, % at 20 µM;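 active means Hck-Nef kinase inhibition above about 50%, limit read from the data; inactive means inhibition below that limit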;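 further: 0% = DMSO with Hck plus Nef and 100% = Hck alone without Nef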
Target sequence (P08631 whole entry, looked up): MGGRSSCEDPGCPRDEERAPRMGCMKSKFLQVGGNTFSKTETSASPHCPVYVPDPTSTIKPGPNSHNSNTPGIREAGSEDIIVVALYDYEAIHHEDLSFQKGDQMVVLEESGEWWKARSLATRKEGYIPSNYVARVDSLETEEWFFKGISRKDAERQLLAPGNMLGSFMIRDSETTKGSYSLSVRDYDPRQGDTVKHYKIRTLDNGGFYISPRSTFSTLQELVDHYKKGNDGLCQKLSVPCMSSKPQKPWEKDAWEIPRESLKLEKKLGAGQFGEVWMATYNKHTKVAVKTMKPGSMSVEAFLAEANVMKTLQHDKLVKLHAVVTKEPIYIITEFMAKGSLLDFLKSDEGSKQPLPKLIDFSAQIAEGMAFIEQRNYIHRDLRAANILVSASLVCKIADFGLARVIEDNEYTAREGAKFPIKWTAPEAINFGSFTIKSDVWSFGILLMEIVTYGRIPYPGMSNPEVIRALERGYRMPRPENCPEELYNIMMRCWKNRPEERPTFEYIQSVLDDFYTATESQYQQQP
Runt-SMMHC FRET: Runt domain-CBFb-SMMHC interaction inhibition; Q01196+Q13951; Cerulean-Runt/Venus-CBFb-SMMHC FRET ratio 530/480, 1 h; inhibition, % at 20 µM; 0.74% of 220,000 active;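 active means mean inhibition across duplicate retests at 20 µM reaching about 50%, limit read from the data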;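 further: 0% = DMSO wells and 100% = wells with excess untagged CBFb-SMMHC; inhibitors lower the FRET ratio by blocking Runt binding to CBFb-SMMHC; some results filed as inactive read as strong as hits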
RBBP9 inh: blocks human serine hydrolase RBBP9; recombinant RBBP9, FP-Rh probe fluorescence polarization; inhibition, % at 7.94 µM; O75884; AID 1515; 0.2% of 220,000 active;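 active means inhibition above the campaign mean of all tested compounds plus 3 SD, cut at about 14% in these data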;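 further: plate controls were DMSO wells with RBBP9 for no effect and wells lacking RBBP9 protein for full effect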
Target sequence (O75884 whole entry, looked up): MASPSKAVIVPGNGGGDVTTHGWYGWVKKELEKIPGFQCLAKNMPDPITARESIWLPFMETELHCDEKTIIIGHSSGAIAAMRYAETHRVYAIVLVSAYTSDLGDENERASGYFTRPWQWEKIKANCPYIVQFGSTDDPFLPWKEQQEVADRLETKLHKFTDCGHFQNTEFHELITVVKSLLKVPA
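Test system: recombinant human RBBP9; Timing: 30 min then 45 min, 25 °C; Detection: fluorescence polarization; Control set: RBBP9 with DMSO as uninhibited control, no-protein wells as full inhibition; Compound dosing: one concentration, 7.94 µM nominal, 0.794% DMSO; Probe or stimulus: FP-Rh activity-based probe, 375 nM before mixing.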
PERK inh: inhibitors of human PERK kinase; Q9NZJ5; CHO PERK-DD fusion, SEAP luminescence translation reporter; inhibition, % at 5.6 µM; 0.17% of 220,000 active;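 active means inhibition above the mean inhibition of all tested compounds plus 3 SD, set separately per screening campaign, cut at about 2.9% in these data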;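 further: PERK kinase domain activated by AP20187 dimerizer at 100 nM; 0% = DMSO with dimerizer and 100% = rapamycin at 8.4 µM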
TNF necrop inh: blocks TNF-alpha induced death of Jurkat FADD-/- cells. 0.068% of 220,000 active. activation (protection from cell death), % at 10 µM. Jurkat FADD-/- TNF necroptosis rescue, ATP luminescence, 24 h; 0 = TNF only, 100 = no-TNF cells;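 active means activation, meaning protection from cell death, of at least 50% relative to plate controls; inactive means activation below 50%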;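 further: necroptosis triggered by 40 ng/mL TNF-alpha added together with compound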
Active calls of the source: *; · = not tested or not shown; & = joins results of further samples. These rows are one share of the data (hit frequency here may not be typical).

SMILES	EP2 mod	Runt-CBFb FRET	zVAD death inh	EP2 antag	Hck-Nef inh	Runt-SMMHC FRET	RBBP9 inh	PERK inh	TNF necrop inh
O=C(c1ccc(-c2ccc([N+](=O)[O-])cc2)o1)N1CCCCC1	-23	21	1.4	6	5	16	-3	-0.4	2.2
COc1ccc(/C=N/NC(=O)c2ccccc2O)cc1CSc1ccccn1	-12	0	0.5	10	4	-3	-6	0.3	0.2
COc1ccc2nc(NC(=O)CC3Oc4ccccc4NC3=O)sc2c1 (stereo not drawn)	-61	-1	2.3	3	23	-3	-10	-1.1	2.6
c1ccc2sc(NCC3CCCO3)nc2c1 (stereo not drawn)	-8	-3	0.8	3	0	1	2	0.8	3.5
CCC(=O)Nc1cc(C(=O)OCC(=O)c2ccccc2)ccc1C	-10	-2	0.2	3	4	10	-6	0.4	0.1
NS(=O)(=O)c1ccc(NC(=S)Nc2cc(Cl)c(Cl)cc2Cl)cc1	-57	-1	1.7	9	2	-4	-9	0.6	3.7
CCn1nc(C)c(Br)c1-c1nc(-c2cccc(C)c2)no1	59	-3	-0.1	7	17	1	-14	2.0	2.4
CC(C)C(=O)Nc1nnc(SCC(=O)Nc2ccc3c(c2)OCO3)s1	-7	-1	1.0	0	1	1	-7	0.2	2.8
CC(NC(=O)COc1ccc(/C=N/NC(=O)C(=O)Nc2ccccc2Br)cc1)c1ccccc1 (stereo not drawn)	-33	-4	0.2	6	12	-15	-4	0.4	-6.1
O=C(COC(=O)c1ccccc1NC(=O)c1ccco1)NCC1CCCCC1	-8	-2	0.0	10	2	-1	1	0.6	-0.3
CCCc1nc(NC2CCCCC2)c(C#N)c2c1COC(C)(C)C2	42	-4	0.4	2	1	-2	-6	0.5	0.0
O=C(/C=C/c1ccc([N+](=O)[O-])cc1)c1cccs1	-19	5	2.0	11	5	1	-5	1.4	-10
C/C(=N/NC(=O)c1sc(NS(=O)(=O)c2ccccc2)nc1C)c1ccc(F)cc1	-30	3	2.9	5	9	0	-4	-0.1	2.7
CCOC(=O)c1nn(-c2ccc(OCC)cc2)c2nc(-c3ccco3)c(C#N)c(=O)n12	22	-4	·	8	-18	-2	-2	0.5	-0.3
CCCCn1cnc2cc(NCc3ccncc3)ccc21	9	3	0.4	10	5	2	-3	-0.8	-0.7
Cc1ccc(NCc2nnc(SCC(N)=O)n2CCc2ccccc2)cc1	-6	-1	0.0	6	0	-7	-2	0.8	-0.2
Cc1ccc(NC(=S)NCc2cccnc2)cc1	10	4	-0.2	15	-1	3	-4	0.5	-2.7
C=CCNC(=O)c1c(CSc2ccccc2)noc1C(=O)NCc1ccccc1	15	1	-0.3	11	24	2	·	·	2.5
CC(C)c1onc(C(=O)N2CCN(c3ccccc3)CC2)c1[N+](=O)[O-]	-38	4	1.4	0	9	-4	-3	-0.9	1.5
COc1ccc(/C=N/Nc2nc(Nc3ccccc3)nc(N3CCCC3)n2)cc1	-27	-1	0.3	7	17	-3	-10	-0.2	-0.5
CC1CCN(CC(=O)Nc2sc3c(c2C#N)CCC3)CC1	-10&-36	-1	0.0	21&17	2	-3	1	0.3	2.0
CC(=O)N1CC=C2C(C#N)=C(N)C(C#N)(C#N)C(CCc3ccccc3)C2C1 (stereo not drawn)	-4&-65	8	0.0	8&14	-3	14	-2	1.3	-2.7
COc1ccc(OC)c(NC(=O)Cn2c(-c3ccc(Cl)cc3)noc2=O)c1	-2	-1	1.4	11	1	1	2	-1.0	-0.1
Oc1ccc(NC(=S)Nc2ccc(O)cc2)cc1	10	32	8.6	7	18	13	6	1.1	-0.9
O=C(c1cc2ccccc2oc1=O)N1CCCC1	-11	2	0.6	12	9	-1	-5	-0.8	0.5
COc1ccc(CNC(=O)CCCn2c(SCC#N)nc3cc4c(cc3c2=O)OCO4)cc1	-23	-2	-0.1	12	1	-5	-2	0.7	-4.5
COc1ccc2c(c1)[nH]c1c(=O)n(/N=C/c3ccc(OC)c(CN4CCCC4)c3)cnc12	-31	0	-0.3	12	12	-1	3	-1.2	-8.4
CCCNc1cc(C)oc(=O)c1C(=O)CCC	1	2	0.2	8	-1	1	-2	-0.7	-1.3
CC(C)CC(OC(=O)c1nsc(Cl)c1Cl)C(=O)NCc1cccs1 (stereo not drawn)	31	-1	0.1	4	5	3	-10	-0.6	1.9
O=C(NC1CCCCCC1)C(=S)N1CCCC1	7	0	0.8	2	3	0	-10	1.6	0.7
CC(C)=CCCC(C)NC(=O)NC1CCCCC1 (stereo not drawn)	-1	-3	-0.1	7	1	0	-9	0.4	-0.1
Cc1ccc2oc(=O)n(CC(=O)O)c2c1	25	2	1.4	13	20	1	1	0.6	0.9
CCc1ccc(N2NC(=O)/C(=C/C=C/c3ccco3)C2=O)cc1	19	4	-0.3	8	1	0	-3	0.6	-1.5
N/C(=N\OC(=O)COc1ccc(Cl)cc1Br)c1cccnc1	-44	·	1.7	9	-11	-3	-1	1.4	-0.1
COc1ccc(NS(=O)(=O)c2ccc(SC)cc2)c(OC)c1	-37	0	-0.8	15	-2	-1	0	0.4	-1.8
Cc1ccc(NC(=O)c2ccc(Nc3ccccc3F)nc2)cc1	9	-5	0.0	8	1	-9	-8	0.6	3.0
Cc1cccc2sc(NC(=O)C3CCCN(S(=O)(=O)c4cccc5nonc45)C3)nc12 (stereo not drawn)	19	-2	0.0	16	0	-10	-2	0.1	0.0
Cc1ccc(S(=O)(=O)CCc2nnc(NC(=O)C3CCCO3)s2)cc1 (stereo not drawn)	22	-1	-0.5	6	8	0	-9	-0.5	0.6
CCOc1ccc2nc(SCC(=O)c3ccccc3)sc2c1	-17	2	0.8	2	0	-4	-11	0.4	0.7
O=C(NCc1ccco1)c1ccc(NC(=O)C2COc3ccccc3O2)cc1 (stereo not drawn)	-23	3	1.3	10	2	-3	1	1.2	-0.5
Cc1cc(C(=O)CSc2nc3ccccc3n2CCC#N)c(C)n1Cc1cccs1	-24	12	0.3	9	0	-2	2	-2.8	-0.3
Cc1cc(-n2c(=O)c(C#N)cc3c(=O)n4cccc(C)c4nc32)no1	51	18	0.2	2	190*	60*	0	0.4	-1.1
CCC(=O)Nc1cc(C(=O)OCc2ccc(C(=O)Oc3ccccc3)cc2)ccc1C	6	1	·	6	0	5	-5	-0.2	1.1
OCCC1CN(Cc2cnc(N3CCCC3)s2)CCN1Cc1ccccc1 (stereo not drawn)	-6	0	-0.9	6	-11	-1	4	0.6	0.1
CCCc1c(CC)c(=N)c2ccccc2n1C	18	-5	0.4	10	1	0	-7	0.7	-4.8
COc1ccccc1NC(=O)N1CCCC1C(=O)NCC1CCCO1 (stereo not drawn)	35	1	0.0	5	-2	-5	2	1.7	-0.1
COc1ccccc1Nc1nc(C)cs1	-9&20	12&3	-0.4&0.2	7&3	1&0	-2&5	-2&-3	0.0&0.1	-2.6&-0.7
Clc1cccc(-c2nc(-c3ccccn3)no2)c1	-39	-2	-0.9	21	-2	2	5	0.8	-4.3
O=S(=O)(c1ccccc1)N1CCN(C(=S)Nc2ccc(F)cc2)CC1	2	1	0.2	5	0	2	-6	0.1	4.0
CCOCCCNC(=S)N1CCN(C(=O)C(=O)Nc2ccc(C(=O)OC)cc2)CC1	-45&-6	-2	0.1	11&4	2	3	-12	-0.7	0.7
CCCCNC(=S)Nc1ccc(Oc2ccccc2)cc1	-29	4	-0.7	12	8	-5	-3	-0.3	-5.1
C/C(=N\NC(=S)NCc1ccccc1)c1ccc(C#N)cc1	-19	0	-0.4	7	-5	2	-14	-0.4	-0.9
NS(=O)(=O)c1ccc(CCNC(=O)CSc2ccsc2[N+](=O)[O-])cc1	7	0	0.0	7	21	-3	-4	0.7	3.4
O=C(c1cc(-c2ccncc2)nc2ccc(Br)cc12)N1CCN(Cc2ccc3c(c2)OCO3)CC1	0	-2	2.6	6	-6	-2	-3	0.5	-7.5
CC1(C)CC2(CC(c3ccccc3F)c3cc(Cl)c(O)cc3O2)NC(=S)N1 (stereo not drawn)	9	-1	-0.2	10	3	2	-13	0.4	-3.1
COc1ccc(C(C)=O)cc1COC(=O)CNC(=O)c1cc(C)cc(C)c1	-12	-6	1.9	4	2	-3	-5	-0.3	2.1
COc1ccccc1C(=O)Nc1cccc(SC)c1	0	-2	1.7	5	6	2	-4	1.2	-1.8
CCOC(=O)/C(=C\c1cccnc1)C(=O)c1cc(C(C)=O)c(Nc2ccccc2)s1	-18	8	5.2	38	0	11	-8	-1.3	-12
COCc1nnc(NC(=O)c2ccc(S(=O)(=O)N(CC(C)C)CC(C)C)cc2)o1	19	-11	-0.4	2	15	-5	2	0.4	-0.6
Cc1ccnc2nc(C(=O)NCCc3ccc(F)cc3)nn12	1	0	0.4	9	2	-10	6	0.3	-0.5
(cont.)
SMILES	EP2 mod	Runt-CBFb FRET	zVAD death inh	EP2 antag	Hck-Nef inh	Runt-SMMHC FRET	RBBP9 inh	PERK inh	TNF necrop inh
Clc1ccc(CNC23CN4CN(CN(C4)C2)C3)c(Cl)c1	31	0	0.3	14	5	1	-6	0.7	0.0
CN1CCN(C(=O)CN(c2ccccc2)S(=O)(=O)N(C)C)CC1	19	0	0.2	7	8	-3	-2	0.5	0.1
CC1CCN(Cc2cc(=O)oc3ccc4ccccc4c23)CC1	59	-2	-0.7	17	13	6	-10	-0.6	1.8
Cc1nn(CC#N)c(=O)n1-c1ccc(F)cc1	-2	1	0.2	16	-1	1	1	0.8	6.2
COc1ccc(-c2cc(C#N)nc(N3CCN(c4ccccc4)CC3)n2)cc1	0	0	-0.3	9	3	12	0	0.5	-1.9
C#CCNC(=O)C1=C[C@@H](C2CCCCC2)C[C@@H](OCc2ccc(CO)cc2)O1	4	-2	0.7	13	-21	-2	-8	-0.7	2.6
CCCc1ccc(-c2c(C)sc(N)c2C#N)cc1	49	5	0.5	13	6	-5	-3	0.9	-6.5
CN(c1ccccc1)S(=O)(=O)c1cccc(C(=O)N2CCN(c3ccccn3)CC2)c1	1	-1	0.5	7	0	2	10	-0.8	-3.6
COc1ccccc1Oc1ccccc1C(=O)O	31	-2	-0.1	10	0	2	-4	-0.7	-1.1
COc1ccc(C(=O)N/C(=C\c2ccc3c(c2)OCO3)C(=O)NCCc2nc3ccccc3[nH]2)cc1	-16	-2	0.1	10	0	-2	-12	-0.2	1.3
COc1cc(/C=N/N=C(/N)c2nonc2N)cc(Br)c1OCc1cccc(C)c1	22	2	0.9	9	-4	1	-20	-0.3	-1.3

Structural class, the entries above with an NH in an aromatic ring.
SMILES	EP2 mod	Runt-CBFb FRET	zVAD death inh	EP2 antag	Hck-Nef inh	Runt-SMMHC FRET	RBBP9 inh	PERK inh	TNF necrop inh
COc1ccc2c(c1)[nH]c1c(=O)n(/N=C/c3ccc(OC)c(CN4CCCC4)c3)cnc12	-31	0	-0.3	12	12	-1	3	-1.2	-8.4
COc1ccc(C(=O)N/C(=C\c2ccc3c(c2)OCO3)C(=O)NCCc2nc3ccccc3[nH]2)cc1	-16	-2	0.1	10	0	-2	-12	-0.2	1.3
